Source: PubChem
ER stress rescue: rescue of cells from ER stress-induced death, primary screen, 384-well, CSM14.1, thapsigargin, ATP luminescence (AID 1222); CSM14.1 thapsigargin-induced death rescue, ATP luminescence; higher % means a stronger effect; cellular ATP content (survival), % at 20 µM, or EC50 in µM where a hit was titrated; 190,000 tested, under 10 active;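 active means EC50 below 50 µM in the dose-response confirmation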;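 further: death triggered by thapsigargin at about 15 µM added after 2 h compound pretreatment; cell ATP read after overnight thapsigargin exposure of roughly 18 to 22 hours; normalized against plate controls of thapsigargin alone and 5% DMSO vehicle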
M17LAP inhibition: P. falciparum M17LAP inhibitors, primary screen, biochemical, fluorogenic H-Leu-NHMec substrate, 1536-well (AID 1619) | Leucine aminopeptidase (Plasmodium falciparum (isolate 3D7)) | recombinant M17LAP, H-Leu-NHMec fluorogenic kinetic assay; higher % means a stronger effect | inhibition, % at 30 µM, or IC50 in µM where a hit was titrated | 0.38% of 220,000 active;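 active means compound inhibiting the enzyme by more than half at any dose during confirmatory dose-response retesting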;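 further: plate controls were full reaction with DMSO carrier for no effect and no enzyme background for full effect; strong numbers were not always called active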
XIAP antagonists: XIAP antagonists, biochemical, IAP family, fluorescence polarization (AID 1018). E3 ubiquitin-protein ligase XIAP (Homo sapiens). XIAP BIR domain, fluorescence polarization peptide displacement; higher % means a stronger effect. displacement, % at 20 µM; hits with a dose series show IC50 in µM. 0.007% of 200,000 active; in the data active means displacement above about 50%; further: a part of the inactive calls stands beside numbers as strong as those of hits
M1AAP inhibition: P. falciparum M1AAP inhibitors, biochemical, fluorogenic H-Leu-NHMec substrate, 1536-well (AID 1445). inhibition, % at 30 µM; hits with a dose series show IC50 in µM. Aminopeptidase N (Plasmodium falciparum (isolate 3D7)). 0.42% of 220,000 active. recombinant M1AAP, H-Leu-NHMec fluorogenic kinetic assay; higher % means a stronger effect;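 active means primary inhibition above the hit cutoff, then over 50% inhibition at one or more dose response concentrations, cut at about 23% in these data, passing the limit was not always enough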;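 further: plate controls were DMSO full reaction for no effect and no enzyme background for full effect; strong numbers were not always called active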
LYP inhibition: inhibitors of LYP phosphatase, biochemical, fluorescence intensity, uHTS (AID 1779); Tyrosine-protein phosphatase non-receptor type 22 (Homo sapiens); recombinant LYP phosphatase, fluorescence intensity; higher % means a stronger effect; one-dose inhibition, % at 11.5 µM; IC50 in µM for titrated hits; 0.054% of 290,000 active;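 further: plate controls were vehicle with enzyme for no effect and no enzyme for full effect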
AID2073: inhibitors of Mint1-CaV2.2 protein interaction, biochemical, HTRF (AID 2073); HTRF protein-protein interaction, Mint1-CaV2.2; higher % means a stronger effect; one-dose inhibition, % at 20 µM; IC50 in µM for titrated hits; 0.19% of 290,000 active; in the data active means inhibition mostly above about 51%, no sharp cut-off; further: some results filed as inactive read as strong as hits
Hep lipid drop: inhibitors of hepatocyte lipid droplet formation, primary screen, imaging, high-throughput imaging, BODIPY stain | 0.4% of 240,000 active | AID 1656, 2009 | inhibition, % at 6.5 µM | AML12 mouse hepatocytes, oleate lipid droplets;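 active means lipid droplet intensity inhibited by at least 50%, with more than 500 cells counted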
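material = mouse AML12 hepatocyte cell line, fixed after treatment | also added = 100 µM oleic acid challenge | doses = compound at 6.5 µM only | schedule = overnight exposure | technique = Image-based BODIPY and DAPI two-channel analysis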
SIAH1 antagonists: Siah-1 peptide-binding antagonists, primary screen, biochemical, fluorescence polarization, rhodamine-plectin, uHTS (AID 1817); E3 ubiquitin-protein ligase SIAH1 (Homo sapiens); displacement, % at 20 µM, or IC50 in µM where a hit was titrated; Siah-1 / rhodamine-plectin peptide fluorescence polarization; higher % means a stronger effect; 0.02% of 290,000 active;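 active means displacement of at least 50% at 20 µM, with a fluorescence ratio check between 0.3 and a set limit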;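 further: plate controls were Siah plus tracer with DMSO for no effect and tracer alone without Siah for full effect; strong numbers were not always called active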
NOD2 inhibition: NOD2 signaling inhibitors, cell-based, luminescence, uHTS, HEK293 (AID 1566). HEK293 NOD2/NF-kB luciferase reporter, luminescence; higher % means a stronger effect. inhibition, % at 4 µM; hits with a dose series show EC50 in µM. 0.63% of 290,000 active; further: many of its hits are not listed in these tables
Hep lipid drop cells 6.5 µM: further read-out of Hep lipid drop, marked with its call; cell count; measured here: cell count, cytotoxicity flag;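 cells counted across two imaged fields per well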
* hit, by the source's call; nt = not tested or not shown. Unless noted, no stated cut-off is given here; in the data, active means inhibition above about 50%; inactive means the rest.

SMILES	ER stress rescue	M17LAP inhibition	XIAP antagonists	M1AAP inhibition	LYP inhibition	AID2073	Hep lipid drop	Hep lipid drop cells 6.5 µM	SIAH1 antagonists	NOD2 inhibition
Cc1ccc(/C(O)=C2\C(=O)C(=O)N(Cc3cccnc3)C2c2ccccc2[N+](=O)[O-])cc1 (stereo not drawn)	1.3%	34.9%	-0.4%	7.0%	-11.9%	14.9%	0.2	540	-4.6%	-40.9%
CCc1nc2ccccc2n1Cc1ccccc1F	2.8%	-3.3%	-0.7%	5.3%	-5.9%	-3.8%	8.6	730	3.1%	14.5%
Fc1ccccc1N1CCN(c2nc3ccccc3n3nnnc23)CC1	-3.3%	2.3%	-4.7%	4.0%	1.8%	19.2%	8.4	690	-10.2%	4.8%
COc1ccc(OC)c(NC(=O)COC(=O)Cc2ccc(-c3ccccc3)cc2)c1	-0.5%	-4.6%	-3.4%	3.5%	0.1%	-1.0%	-0.6	489	0.8%	6.5%
O=C1NC(=S)N/C1=C\c1cccc([N+](=O)[O-])c1	-0.7%	8.1%	-10.5%	-1.4%	2.7%	-7.8%	-26.3	710	-0.1%	1.6%
OC(COc1ccccc1CNCc1cccnc1)CN1CCc2ccccc2C1 (stereo not drawn)	-0.1%	-5.1%	-6.5%	3.2%	-6.5%	13.0%	-22.7	638	-3.4%	-2.7%
Cc1cccc(N2CCN(C(=O)CCc3nc4ccccc4[nH]3)CC2C)c1 (stereo not drawn)	-0.6%	11.3%	-7.8%	6.4%	-3.9%	3.0%	nt	nt	-0.3%	14.2%
Cc1c(C)c2ccc(O)c(CN3CCN(C)CC3)c2oc1=O	nt	nt	nt	nt	-17.7%	36.2%	11.7	860	5.6%	-4.8%
CCc1nnc(NC(=O)COc2ccccc2[N+](=O)[O-])s1	nt	9.1%	nt	1.7%	1.6%	2.3%	-2.1	720	1.1%	-7.9%
O=C(CN1CCCC1)Nc1c(C(=O)C2CC2)oc2ccccc12	nt	-0.5%	nt	6.9%	-3.3%	-10.6%	-10.9	711	-4.2%	1.3%
O=C(CSC1=NC2(CCCCC2)N=C1c1ccccc1)Nc1ccc2c(c1)OCCO2	1.6%	-1.8%	-1.9%	0.5%	-1.8%	5.2%	5.6	779	-9.3%	2.8%
COc1ccc(CC(=O)Nc2cccc(-c3csc(C)n3)c2)cc1	-1.0%	27.0%	-0.6%	0.0%	-5.7%	0.7%	13.7	739	0.0%	16.2%
COc1ccc(C2(CNC(=O)c3ccco3)CCOCC2)cc1	-0.6%	5.6%	-4.3%	-4.1%	-6.8%	0.6%	nt	nt	1.6%	14.6%
CN(Cc1nc(-c2cnccn2)no1)Cc1n[nH]c2c1CCCC2	-0.2%	14.4%	-8.1%	0.0%	-6.6%	0.7%	-24.2	750	-4.2%	4.4%
CCn1cc(CN2CCC(C(=O)Nc3ccc(Oc4cccnc4)cc3)CC2)c(C)n1	nt	nt	nt	nt	-5.4%	0.0%	-1.7	667	2.4%	20.8%
CC(C)(C)OC(=O)N1CCC(Cc2cc(-c3cccc(Br)c3)no2)(C(=O)O)CC1	nt	nt	nt	nt	5.0%	4.1%	-3.1	782	1.3%	2.0%
CCCCC(=O)Nc1cc(NC(=O)CC)ccc1Cl	-0.2%	7.2%	-4.2%	3.2%	-5.9%	-2.3%	11.0	772	0.4%	13.1%
COc1ccc(CCNC(=S)NC2CCN(Cc3ccccc3)CC2)cc1	-1.0%	-2.3%	-6.7%	5.5%	-7.7%	-26.7%	-1.0	739	-4.3%	1.6%
Cc1ccc(CSc2nnc(-c3cccnc3)n2N)cc1	-1.0%	5.2%	-3.8%	-0.1%	1.5%	0.9%	nt	nt	-1.2%	-4.9%
CCCOC(=O)CN1C(=O)c2ccccc2C1=O	-2.4%	5.8%	-4.2%	3.6%	1.7%	6.2%	nt	nt	-3.8%	-22.1%
COc1ccccc1OCc1ccc(C(=O)N2N=C(C(F)F)CC2(O)C(F)F)o1 (stereo not drawn)	2.9%	-9.2%	-3.1%	1.6%	-8.1%	-1.5%	1.6	739	-2.0%	16.0%
C#CCOC(=O)C[N+](C)(C)C/C=C/c1ccccc1	1.9%	-11.8%	-3.1%	-10.3%	-12.1%	20.6%	-2.6	647	1.9%	0.7%
COc1ccc2nc(C)cc(N3CCN(c4ccccc4)CC3)c2c1	nt	nt	nt	nt	-7.3%	-3.8%	-10.5	717	5.1%	2.2%
FC(F)(F)c1cccc(NC(=S)Nc2ccc(Cl)cc2Cl)c1	-1.3%	2.1%	-1.9%	5.3%	-7.7%	-16.0%	nt	nt	-0.8%	8.9%
C/C(CC(=O)NCc1ccco1)=N\NC(=O)Cc1ccccc1	-1.1%	27.5%	-3.9%	13.2%	-12.1%	-5.2%	nt	nt	-3.1%	21.7%

The closing two records of the part before open the next one:
SMILES	ER stress rescue	M17LAP inhibition	XIAP antagonists	M1AAP inhibition	LYP inhibition	AID2073	Hep lipid drop	Hep lipid drop cells 6.5 µM	SIAH1 antagonists	NOD2 inhibition
FC(F)(F)c1cccc(NC(=S)Nc2ccc(Cl)cc2Cl)c1	-1.3%	2.1%	-1.9%	5.3%	-7.7%	-16.0%	nt	nt	-0.8%	8.9%
C/C(CC(=O)NCc1ccco1)=N\NC(=O)Cc1ccccc1	-1.1%	27.5%	-3.9%	13.2%	-12.1%	-5.2%	nt	nt	-3.1%	21.7%
CCOc1ccc(NC(=O)CNC(=O)c2ccco2)cc1	nt	nt	nt	nt	-8.2%	4.4%	7.3	855	-1.2%	-1.0%
O=C1c2ccccc2C(=O)N1CCCc1nc(-c2ccccc2)no1	-0.9%	8.9%	-7.0%	-1.4%	-5.5%	-0.2%	nt	nt	-0.8%	-2.9%
COc1cccc(OC)c1C(=O)NC(=S)NCc1ccccc1	-1.6%	-6.0%	-1.1%	2.5%	-6.0%	-2.5%	-2.1	655	18.7%	3.3%
CCC(Cc1ccccc1)NS(=O)(=O)c1c(C)nc2scc(C)n2c1=O (stereo not drawn)	nt	nt	nt	nt	-5.9%	6.7%	-4.0	774	-3.9%	-41.8%
O=C(c1ccc(C(=O)N2CCCCCC2)cc1)N1CCCCCC1	-1.2%	0.8%	-5.1%	3.9%	-6.1%	5.6%	8.2	708	-8.4%	-5.7%
COc1ccc(CCCc2nnc(SCC(=O)Nc3nc(C)cs3)n2C)cc1	0.1%	-2.7%	-4.2%	-3.1%	-4.5%	-1.3%	4.7	751	-2.7%	-2.9%
COc1ccc2nc(NC(=O)C3CCN(S(=O)(=O)c4cnc[nH]4)CC3)sc2c1	-0.1%	-2.4%	-0.1%	0.0%	-0.2%	-4.6%	6.1	762	-1.5%	-0.3%
C=CCNC(=O)C1CC(=O)N(c2ccc(OCC(=O)Nc3ccc(C)cc3)cc2)C1 (stereo not drawn)	-1.4%	1.1%	-2.2%	7.7%	-3.0%	12.9%	nt	nt	4.6%	12.2%
COc1ccc(CN(C)CC(O)COC(c2ccc(OC)cc2)c2ccc(OC)cc2)cc1 (stereo not drawn)	nt	nt	nt	nt	3.8%	10.7%	-7.8	797	1.9%	-8.4%
C/C(=N\NC(=O)c1cccnc1)c1ccc(-c2ccccc2)cc1	nt	1.6%	nt	-3.2%	-9.0%	8.0%	-6.1	740	5.5%	11.5%
CC1(C)CC2(CC(C)(C)N1)OC(=O)N1CCc3ccccc3C12C (stereo not drawn)	nt	11.6%	-0.7%	5.6%	-8.3%	-3.3%	3.5	656	-2.6%	19.2%
Nc1cccc(-c2nc3ncccc3o2)c1	nt	nt	nt	nt	-6.1%	24.7%	-4.4	831	-7.6%	-10.7%
Fc1ccc(CNC(=S)NCc2ccc(F)cc2)cc1	nt	5.7%	nt	-0.1%	-7.4%	5.1%	1.0	659	8.5%	20.7%
O=C(Cc1ccc2ccccc2c1)Nc1ccccc1Br	nt	nt	nt	nt	-9.5%	9.9%	-0.7	816	3.1%	7.2%
O=C(NCc1ccc(F)cc1)Nc1ccccc1	nt	nt	nt	nt	-10.2%	16.9%	-20.6	843	-2.4%	-10.8%
Cc1ccc(CNC(=O)Cn2nnc3ccccc3c2=O)cc1	-3.0%	-5.8%	-8.5%	1.5%	-6.4%	5.3%	-15.2	711	0.5%	-33.8%
Cc1ccc(C(=O)C2=C(O)C(=O)N(c3ncccn3)C2c2ccc(Br)cc2)o1 (stereo not drawn)	nt	7.0%	nt	3.9%	-1.4%	11.5%	5.8	638	8.4%	-6.4%
CCCC(=O)c1cc(F)c(N2CCN(C(=O)OCC)CC2)cc1C	3.4%	-0.5%	0.8%	-3.1%	-9.9%	7.3%	1.2	757	2.2%	8.6%
O=C(NCc1ccco1)c1ccc(C(=O)NCc2ccco2)s1	-3.0%	16.9%	-4.0%	15.9%	-9.4%	-4.0%	-1.1	773	-0.6%	10.6%
COc1cc(C(=O)Nc2nnc(C3CC3)s2)ccc1OCc1c(C)noc1C	-0.2%	-2.4%	0.2%	0.8%	-8.7%	23.7%	3.5	646	3.4%	30.8%
CC(=O)N1CCN(c2ccc(NC(=O)c3ccc([N+](=O)[O-])cc3)cc2)CC1	nt	nt	nt	nt	-6.4%	-9.9%	-30.4	808	-8.4%	10.8%
Cc1ccccc1OCC(=O)N(CC(C)C)c1c(N)n(CC(C)C)c(=O)[nH]c1=O	nt	-4.5%	nt	1.3%	-8.0%	-15.7%	10.4	742	-6.9%	6.2%
Cc1cccc(CCNC(=O)CCS(=O)(=O)c2ccc(Br)cc2)c1	-0.2%	-8.9%	-0.7%	-2.4%	-8.7%	-9.4%	1.0	764	-10.9%	4.2%
CCOc1cc(C(=O)N/N=C\c2cn(CC)nc2C)cc(OCC)c1OCC	-0.5%	19.7%	-8.4%	0.5%	0.2%	0.0%	-3.1	678	0.9%	15.9%
COc1cccc(CNc2ccc3c(c2)CCC3)c1	-0.8%	4.3%	-5.1%	7.5%	-4.8%	-6.2%	-1.6	810	3.4%	1.7%

3 compounds from above, sorted by formula weight, rising.
SMILES	ER stress rescue	M17LAP inhibition	XIAP antagonists	M1AAP inhibition	LYP inhibition	AID2073	Hep lipid drop	Hep lipid drop cells 6.5 µM	SIAH1 antagonists	NOD2 inhibition
COc1ccc(CCNC(=S)NC2CCN(Cc3ccccc3)CC2)cc1	-1.0%	-2.3%	-6.7%	5.5%	-7.7%	-26.7%	-1.0	739	-4.3%	1.6%
COc1ccc(CCCc2nnc(SCC(=O)Nc3nc(C)cs3)n2C)cc1	0.1%	-2.7%	-4.2%	-3.1%	-4.5%	-1.3%	4.7	751	-2.7%	-2.9%
Cc1ccc(C(=O)C2=C(O)C(=O)N(c3ncccn3)C2c2ccc(Br)cc2)o1 (stereo not drawn)	nt	7.0%	nt	3.9%	-1.4%	11.5%	5.8	638	8.4%	-6.4%

An excerpt; rates above refer to the full screens.
